OXTR agonist = agonists of human oxytocin receptor | P30559 | CHO-OTR cells, Fluo-8 calcium fluorescence; normalized: DMSO 0%, oxytocin 100% | activation, % at 3 µM | 320,000 tested, 0.32% active;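 active = activation above the mean of all tested compounds plus 3 SD, cutoff set per screening run, cut at about 20% in these data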;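 note: peak over basal fluorescence ratio from a 100 s FLIPR kinetic read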
Target sequence (P30559 whole entry, looked up): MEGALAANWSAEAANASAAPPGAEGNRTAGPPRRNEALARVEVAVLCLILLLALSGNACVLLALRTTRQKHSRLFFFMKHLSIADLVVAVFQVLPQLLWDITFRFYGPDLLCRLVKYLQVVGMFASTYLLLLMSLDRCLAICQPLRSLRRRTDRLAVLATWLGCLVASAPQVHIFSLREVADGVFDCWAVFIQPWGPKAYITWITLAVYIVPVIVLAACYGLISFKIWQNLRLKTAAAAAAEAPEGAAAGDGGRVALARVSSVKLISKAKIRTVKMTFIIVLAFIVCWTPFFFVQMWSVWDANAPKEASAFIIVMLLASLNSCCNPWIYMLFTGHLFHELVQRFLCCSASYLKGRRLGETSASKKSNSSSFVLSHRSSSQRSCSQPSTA
IMP-1 inhibitor = inhibitors of Pseudomonas aeruginosa IMP-1 metallo-beta-lactamase; 290,000 tested, 0.45% active; purified IMP-1, nitrocefin hydrolysis, epi-absorbance fluorescence; inhibition, % at 5.6 µM;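 active = inhibition above the mean plus 3 SD of all compounds in the same screening run, cut at about 4.5% in these data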;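 note: 0% = IMP-1 with DMSO and 100% = DMSO wells lacking enzyme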
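assay system = purified recombinant IMP-1 metallo-beta-lactamase enzyme | schedule = 15 min preincubation plus 25 min reaction at 25 °C | signal = Epi-absorbance fluorescence, 480 nm excitation, 530 nm emission | read-out basis = percent inhibition from optical density relative to buffer-blank wells | controls = IMP-1 with DMSO as 0%, enzyme-free DMSO as 100%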
DNA FID counter = fluorescent intercalator displacement, NS3 helicase counter-screen; DNA fluorescent intercalator displacement, fluorescence; inhibition, % at 7.9 µM; 290,000 tested, 0.17% active; in the data active = inhibition above about 37%;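 note: 0% = vehicle and 100% = reference compound; higher means more ethidium bromide displaced from hairpin DNA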
NS3 helicase inh = HCV NS3 helicase inhibition; NS3 helicase DNA unwinding, Cy5 molecular beacon fluorescence; inhibition, % at 10.9 µM; 290,000 tested, 0.56% active;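 active = inhibition above the mean of all tested compounds plus 3 SD, set per campaign, cut at about 35% in these data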;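 note: 0% = DMSO wells and 100% = thioflavine S control wells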
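System: Hepatitis C virus NS3 helicase domain fragment enzyme | Reagent: Annealed dual-labelled DNA beacon duplex, ATP-started | Compound dosing: 10.9 µM single point, 0.8% DMSO | Incubation: 1 h reaction at 25 °C, ATP-initiated | Technique: Cy5 fluorescence | Evaluation: Percent inhibition from t60/t0 fluorescence ratio | Benchmarks: Low DMSO, high thioflavine S at 110 µM | Replication: Singlicate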
VIM-2 inhibitor = inhibitors of Pseudomonas aeruginosa VIM-2 metallo-beta-lactamase. purified VIM-2, nitrocefin hydrolysis, epi-absorbance fluorescence. inhibition, % at 5.6 µM. 290,000 tested, 0.89% active. AID 1527;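 active = inhibition above the mean of all tested compounds plus 3 SD, cutoff set per screening run, cut at about 7.5% in these data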;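 note: red hydrolysis product quenches plate fluorescence so inhibitors raise well fluorescence; 0% = enzyme with DMSO and 100% = DMSO without enzyme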
PHOSPHO1 inh = inhibitors of human PHOSPHO1 phosphatase; Q8TCT1; recombinant PHOSPHO1, absorbance phosphatase assay; inhibition, % at 13.3 µM; 290,000 tested, 1.1% active; in the data active = inhibition above about 60%
GPR7 antag = antagonists of human GPR7 (neuropeptides B/W receptor 1) | inhibition, % at 4.4 µM | AID 1861 | P48145 | GPR7-expressing cells, fluorescence antagonist assay | 290,000 tested, 1.1% active; in the data active = inhibition above about 16%, passing the limit was not always enough;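 note: cells stimulated with the agonist NPW; 0% = agonist with vehicle and 100% = vehicle without agonist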
Target sequence (P48145 whole entry, looked up): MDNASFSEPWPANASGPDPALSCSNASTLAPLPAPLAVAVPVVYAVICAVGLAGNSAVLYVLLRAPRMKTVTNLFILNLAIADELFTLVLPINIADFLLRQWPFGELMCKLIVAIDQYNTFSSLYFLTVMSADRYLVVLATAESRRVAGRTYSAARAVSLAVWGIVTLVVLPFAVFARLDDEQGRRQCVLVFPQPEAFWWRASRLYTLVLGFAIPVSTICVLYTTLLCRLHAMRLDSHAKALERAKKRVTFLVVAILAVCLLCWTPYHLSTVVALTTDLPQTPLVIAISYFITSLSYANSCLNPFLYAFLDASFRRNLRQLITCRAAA
V1R ag counter = activates human V1a receptor in oxytocin agonist counter-screen | CHO-V1R cells, Fluo-8 calcium fluorescence, agonist mode; 0% DMSO, 100% 3 nM vasopressin | activation, % at 3 µM | 320,000 tested, 0.25% active | P37288;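 active = activation above the mean activation of all tested compounds plus 3 SD, per screening run, cut at about 20% in these data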;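 note: signal is peak over basal fluorescence ratio across a 100 second FLIPR read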
GalR3 antag = human GalR3 antagonism; O60755; HEK293 GalR3-CNG cAMP membrane potential fluorescence; galR3 body fused to GalR1 C-terminus; inhibition, % at 3 µM; 360,000 tested, 0.44% active;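 active = inhibition above the screen-wide average plus 3 SD, cut at about 13% in these data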;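 note: forskolin and galanin both at EC90 stimulate the cells; cAMP rise reported by CNG channel membrane potential dye signal; 0% = forskolin plus galanin with DMSO and 100% = forskolin alone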
Target sequence (O60755 1-299 limits assumed): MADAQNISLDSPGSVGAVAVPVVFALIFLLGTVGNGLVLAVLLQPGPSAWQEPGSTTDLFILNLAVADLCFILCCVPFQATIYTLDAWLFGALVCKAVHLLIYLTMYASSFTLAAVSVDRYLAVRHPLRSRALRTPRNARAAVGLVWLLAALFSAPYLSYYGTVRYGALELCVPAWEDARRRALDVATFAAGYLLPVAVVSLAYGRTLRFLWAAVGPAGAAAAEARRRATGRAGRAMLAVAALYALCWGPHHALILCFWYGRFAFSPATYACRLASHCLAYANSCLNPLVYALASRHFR
An asterisk follows results filed as active.

Results for CN1CCN(S(=O)(=O)c2ccc(=O)[nH]c2)CC1 ?
OXTR agonist: 0.6; IMP-1 inhibitor: -2.1; DNA FID counter: 4.8; NS3 helicase inh: 0.0; VIM-2 inhibitor: -2.0; PHOSPHO1 inh: -1.2; GPR7 antag: -7.6; V1R ag counter: 0.7; GalR3 antag: -3.4

Results for Cc1cc(SCC(=O)Nc2cccc(S(=O)(=O)N3CCOCC3)c2)nc2ccccc12 ?
OXTR agonist: -1.1; IMP-1 inhibitor: -1.7; DNA FID counter: -22.2; NS3 helicase inh: -16.2; VIM-2 inhibitor: -0.3; PHOSPHO1 inh: -46.3; GPR7 antag: -9.2; V1R ag counter: -0.4; GalR3 antag: 2.1

What do the screens show for `CCOC(=O)/C(CCC[N+](C)(CC)CC)=N\O`?
OXTR agonist: 0.6; IMP-1 inhibitor: 0.7; DNA FID counter: 3.3; NS3 helicase inh: 1.9; VIM-2 inhibitor: -1.7; PHOSPHO1 inh: -0.2; GPR7 antag: -12.1; V1R ag counter: 0.3; GalR3 antag: -4.6

What do the screens show for `O=C(COc1cc(Cl)c(Cl)cc1Cl)Nn1cnnc1`?
OXTR agonist: -0.5; IMP-1 inhibitor: -2.5; DNA FID counter: -6.6; NS3 helicase inh: -2.4; VIM-2 inhibitor: -2.5; PHOSPHO1 inh: 30.8; GPR7 antag: -9.4; V1R ag counter: -0.5; GalR3 antag: -2.5

How did O=C(c1ccc(F)cc1Cl)N(c1ccccn1)C1CCCCC1 do in these assays?
OXTR agonist: -1.9; IMP-1 inhibitor: -1.7; DNA FID counter: -14.2; NS3 helicase inh: 3.6; VIM-2 inhibitor: -3.4; PHOSPHO1 inh: -43.4; GPR7 antag: -0.8; V1R ag counter: -0.8; GalR3 antag: -4.9

What do the screens show for `Cc1cc(SCC(=O)c2cc3ccccc3o2)nc2ccccc12`?
OXTR agonist: 6.1; IMP-1 inhibitor: -1.8; DNA FID counter: -3.1; NS3 helicase inh: -2.9; VIM-2 inhibitor: -1.6; PHOSPHO1 inh: 20.3; GPR7 antag: -2.2; V1R ag counter: 0.7; GalR3 antag: -2.2

Results for CN(CCC#N)C(=O)CSc1nnc(-c2c[nH]c3ccccc23)o1 ?
OXTR agonist: 2.2; IMP-1 inhibitor: -1.9; DNA FID counter: -3.4; NS3 helicase inh: 6.0; VIM-2 inhibitor: -1.1; PHOSPHO1 inh: 42.2; GPR7 antag: 6.6; V1R ag counter: 0.8; GalR3 antag: -9.8

What do the screens show for `COC(=O)C1=C(C)N=c2s/c(=C/c3ccoc3)c(=O)n2C1c1ccccc1` (stereo unspecified)?
OXTR agonist: -1.4; IMP-1 inhibitor: -5.3; DNA FID counter: -1.7; NS3 helicase inh: 13.2; VIM-2 inhibitor: -4.3; PHOSPHO1 inh: -55.2; GPR7 antag: -14.2; V1R ag counter: 0.8

What do the screens show for `CCOC(=O)c1cnc(-n2nc(C)cc2C)nc1Nc1ccc(O)cc1`?
OXTR agonist: 1.5; IMP-1 inhibitor: -1.6; DNA FID counter: -2.9; NS3 helicase inh: -5.4; VIM-2 inhibitor: -1.4; PHOSPHO1 inh: 12.1; GPR7 antag: -8.4; V1R ag counter: 0.8; GalR3 antag: -1.0

What do the screens show for `CCOc1ccc(CCNC(=O)CCn2cccc2)cc1OCC`?
OXTR agonist: -0.6; IMP-1 inhibitor: -1.1; DNA FID counter: -11.8; NS3 helicase inh: 8.1; VIM-2 inhibitor: -2.0; PHOSPHO1 inh: 1.4; GPR7 antag: 2.5; V1R ag counter: 0.0; GalR3 antag: 5.5

Results for Cc1[nH]c2ccccc2c1/C=N/NC(=O)CCC(=O)NCc1ccccc1 ?
OXTR agonist: -0.1; IMP-1 inhibitor: -2.5; DNA FID counter: 8.4; NS3 helicase inh: -10.3; VIM-2 inhibitor: -1.2; PHOSPHO1 inh: -15.1; GPR7 antag: -10.0; V1R ag counter: 0.5; GalR3 antag: 1.4

How did COc1ccc(CCNC(=O)CSc2nnnn2C)cc1OC do in these assays?
OXTR agonist: -0.1; IMP-1 inhibitor: -3.2; DNA FID counter: 2.1; NS3 helicase inh: 7.7; VIM-2 inhibitor: -5.3; PHOSPHO1 inh: 34.5; GPR7 antag: -5.5; V1R ag counter: 1.3; GalR3 antag: -5.3

What do the screens show for `Cc1cc(C(=O)N/N=C/c2cc(Br)cc(Br)c2OC(=O)c2ccccc2)n[nH]1`?
OXTR agonist: -1.8; IMP-1 inhibitor: 1.3; DNA FID counter: -5.9; NS3 helicase inh: 3.0; VIM-2 inhibitor: -2.7; PHOSPHO1 inh: 1.4; GPR7 antag: -3.0; V1R ag counter: 0.5

What do the screens show for `C=CCN1C(=O)C(CC(=O)Nc2ccc(OCCC)cc2)N(CCCN2CCN(Cc3ccccc3)CC2)C1=S` (stereo unspecified)?
OXTR agonist: 1.4; IMP-1 inhibitor: -2.1; DNA FID counter: 30.1; NS3 helicase inh: -88.8; VIM-2 inhibitor: -1.9; PHOSPHO1 inh: -12.2; GPR7 antag: 19.5; V1R ag counter: 7.2; GalR3 antag: -6.5

What do the screens show for `O=C(Nn1cnc2ccccc2c1=O)C1CCCCC1`?
OXTR agonist: 0.7; IMP-1 inhibitor: -1.7; DNA FID counter: 0.1; NS3 helicase inh: -5.1; VIM-2 inhibitor: -2.7; PHOSPHO1 inh: 9.9; GPR7 antag: 12.2; V1R ag counter: -0.2; GalR3 antag: -9.7

What do the screens show for `Cc1ccc(NC2CCCN(C(=O)CN3C(=O)CSC3=O)C2)cc1C` (stereo unspecified)?
OXTR agonist: -0.7; IMP-1 inhibitor: -2.0; DNA FID counter: -11.7; NS3 helicase inh: 2.2; VIM-2 inhibitor: -2.8; PHOSPHO1 inh: 57.6; GPR7 antag: 4.3; V1R ag counter: 0.6; GalR3 antag: 0.7

Results for COC(=O)c1ccc(N/C=C/C(=O)c2ccc(OC)c(OC)c2)cc1 ?
OXTR agonist: -0.1; IMP-1 inhibitor: 1.0; DNA FID counter: -8.6; NS3 helicase inh: -4.3; VIM-2 inhibitor: -0.4; PHOSPHO1 inh: 40.0; GPR7 antag: 1.0; V1R ag counter: -0.2; GalR3 antag: -1.8

What do the screens show for `CC(C)[C@@H](C(=O)N1CCN(Cc2ccc3c(c2)OCO3)CC1)n1nnc2ccccc2c1=O`?
OXTR agonist: -0.1; IMP-1 inhibitor: 0.0; DNA FID counter: -33.1; NS3 helicase inh: -0.4; VIM-2 inhibitor: -1.5; PHOSPHO1 inh: 33.2; GPR7 antag: -24.3; V1R ag counter: 1.1; GalR3 antag: -6.9

How did O=C(ONC1=NCCCCC1)c1c(F)cccc1F do in these assays?
OXTR agonist: -0.3; IMP-1 inhibitor: -0.1; DNA FID counter: 0.1; NS3 helicase inh: 1.5; VIM-2 inhibitor: -1.8; PHOSPHO1 inh: -4.0; GPR7 antag: 1.1; V1R ag counter: 0.8; GalR3 antag: -1.3

Results for Cc1ccc(C)c(C(=O)COC(=O)c2ccc(Br)o2)c1 ?
OXTR agonist: -1.9; IMP-1 inhibitor: 0.1; DNA FID counter: -4.2; NS3 helicase inh: 0.6; VIM-2 inhibitor: 1.0; PHOSPHO1 inh: 26.3; GPR7 antag: 23.5; V1R ag counter: -0.6; GalR3 antag: -3.4

What do the screens show for `Cc1ccc2nc(-c3ccc(NS(=O)(=O)c4ccc(F)c(F)c4)cc3)sc2c1`?
OXTR agonist: -0.5; IMP-1 inhibitor: -1.2; DNA FID counter: -3.3; NS3 helicase inh: 10.4; VIM-2 inhibitor: -0.1; PHOSPHO1 inh: -23.9; GPR7 antag: -20.3; V1R ag counter: -0.1; GalR3 antag: -1.2

How did CCN(CC)S(=O)(=O)c1cccc(NC(=O)COC(=O)c2cc(=O)c3ccccc3o2)c1 do in these assays?
OXTR agonist: 0.9; IMP-1 inhibitor: 1.2; DNA FID counter: 2.4; NS3 helicase inh: -4.3; VIM-2 inhibitor: 1.6; PHOSPHO1 inh: -1.1; GPR7 antag: 1.3; V1R ag counter: 0.7; GalR3 antag: -5.0

What do the screens show for `CCN(CC)S(=O)(=O)c1cccc(C(=O)N/N=C/c2ccc(OC)c(O)c2)c1`?
OXTR agonist: 1.8; IMP-1 inhibitor: -1.2; DNA FID counter: -6.2; NS3 helicase inh: 1.0; VIM-2 inhibitor: 0.6; PHOSPHO1 inh: -21.2; GPR7 antag: 1.2; V1R ag counter: 1.3; GalR3 antag: -3.2

How did Cc1ccc(NC(=O)c2cccs2)cc1NC(=O)c1ccc(F)cc1 do in these assays?
OXTR agonist: -3.0; IMP-1 inhibitor: -3.9; DNA FID counter: -8.9; NS3 helicase inh: -0.3; VIM-2 inhibitor: -2.8; PHOSPHO1 inh: 18.3; GPR7 antag: -14.0; V1R ag counter: -1.7; GalR3 antag: -1.2

Results for CC1CCC(C(C)C)C(OC(=O)COC(=O)c2ccc(N)cc2)C1 (stereo unspecified) ?
OXTR agonist: -2.0; IMP-1 inhibitor: -4.8; DNA FID counter: -21.5; NS3 helicase inh: -1.2; VIM-2 inhibitor: -3.2; PHOSPHO1 inh: -1.8; GPR7 antag: -16.3; V1R ag counter: 0.6; GalR3 antag: -1.0

Results for CC1CCc2nn(CC(=O)Nc3c(F)cc(F)cc3Br)cc2C1 (stereo unspecified) ?
OXTR agonist: -1.6; PHOSPHO1 inh: -11.3; V1R ag counter: -0.2; GalR3 antag: 3.6

What do the screens show for `O=C(Nc1ccc(F)cc1)Nc1cc(OCC(F)(F)F)cc(OCC(F)(F)F)c1`?
OXTR agonist: 12.9; IMP-1 inhibitor: -3.0; DNA FID counter: 2.9; NS3 helicase inh: 6.4; VIM-2 inhibitor: -3.0; PHOSPHO1 inh: -5.2; GPR7 antag: 16.3; V1R ag counter: 9.9; GalR3 antag: -4.7

Results for CC(C)C(=O)N1CCN(c2ccccc2NC(=O)COc2ccccc2)CC1 ?
OXTR agonist: -2.6; IMP-1 inhibitor: 0.0; DNA FID counter: -27.9; NS3 helicase inh: -3.9; VIM-2 inhibitor: -2.6; PHOSPHO1 inh: -15.5; GPR7 antag: 13.9; V1R ag counter: -1.8; GalR3 antag: -2.1

How did NC1=NC[C@@H](Cc2ccc(O)cc2)N1CCc1cccc(F)c1 do in these assays?
OXTR agonist: 0.1; PHOSPHO1 inh: 43.6; V1R ag counter: -0.5; GalR3 antag: -1.5

How did Cc1noc(C)c1COC(=O)CCN1c2ccccc2Sc2ccccc21 do in these assays?
OXTR agonist: -1.7; IMP-1 inhibitor: -2.7; DNA FID counter: -10.4; NS3 helicase inh: 2.6; VIM-2 inhibitor: -1.6; PHOSPHO1 inh: -30.5; GPR7 antag: -3.9; V1R ag counter: -0.5; GalR3 antag: -4.5

Results for COC(=O)Cc1cn(-c2ncc(C(F)(F)F)cc2Cl)c2ccccc12 ?
OXTR agonist: -1.8; IMP-1 inhibitor: -4.5; DNA FID counter: -8.3; NS3 helicase inh: -0.2; VIM-2 inhibitor: -4.4; PHOSPHO1 inh: 4.6; GPR7 antag: -7.7; V1R ag counter: -0.8; GalR3 antag: -5.5

From PubChem
